# Screening results (PubChem)
# Neddyl block: cullin neddylation inhibition; TR-FRET cullin neddylation, biochemical; calls only at 25 µM; actives 0.58% (n = 360,000); in the data active = inhibition above about 36%
# FAS TE block: FAS thioesterase (human) inhibition | P49327 | recombinant FAS-TE, OMFH fluorogenic substrate, fluorescence endpoint | inhibition, % at 15 µM | actives 0.67% (n = 360,000) | AID 602261;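 active = compounds whose normalised, plate-corrected inhibition of enzyme fluorescence in the single-dose primary screen is 50% or more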;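 also: 0% = DMSO with enzyme and 100% = substrate without enzyme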
# Rpn11 block: inhibitors of human proteasome Rpn11 | actives 0.59% (n = 360,000) | calls only at 20 µM | human 26S proteasome, Ub4-pepOG fluorescence polarization; 20S core pre-blocked with epoxomicin | O00487;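 active = inhibition at 20 µM, scaled to each plate's controls, above about 33%, limit read from the data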
# Target sequence (O00487 whole entry, looked up): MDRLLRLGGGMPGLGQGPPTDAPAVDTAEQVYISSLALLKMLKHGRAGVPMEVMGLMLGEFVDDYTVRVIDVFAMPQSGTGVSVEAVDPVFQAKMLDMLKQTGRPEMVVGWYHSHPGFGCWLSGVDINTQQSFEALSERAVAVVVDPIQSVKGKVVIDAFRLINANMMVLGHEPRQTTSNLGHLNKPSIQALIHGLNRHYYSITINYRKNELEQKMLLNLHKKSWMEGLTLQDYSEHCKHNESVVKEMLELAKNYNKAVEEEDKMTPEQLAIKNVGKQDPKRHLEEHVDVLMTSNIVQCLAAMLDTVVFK
# Rin1 Abl inh: human Rin1-Abl interaction inhibition. TR-FRET Rin1/Abl binding, biochemical. AID 588664. actives 0.4% (n = 360,000). P00519+Q13671. inhibition, % at 7.35 µM; in the data active = inhibition above about 5%, passing the limit was not always enough
# CSN inh: CSN deneddylation inhibition; Q92905; Purified CSN, SCF-Nedd8-OG deneddylation, fluorescence polarization; inhibition, % at 12.5 µM; actives 0.38% (n = 360,000); AID 651999;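 active = pattern-corrected inhibition above about 35%, with an unprinted fluorescence ratio check between 0.5 and 1.5, limit read from the data, passing the limit was not always enough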;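 also: 0% = enzyme with substrate and 100% = substrate without enzyme; some results filed as inactive read as strong as hits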
# Target sequence (Q92905 whole entry, looked up, one chain of several): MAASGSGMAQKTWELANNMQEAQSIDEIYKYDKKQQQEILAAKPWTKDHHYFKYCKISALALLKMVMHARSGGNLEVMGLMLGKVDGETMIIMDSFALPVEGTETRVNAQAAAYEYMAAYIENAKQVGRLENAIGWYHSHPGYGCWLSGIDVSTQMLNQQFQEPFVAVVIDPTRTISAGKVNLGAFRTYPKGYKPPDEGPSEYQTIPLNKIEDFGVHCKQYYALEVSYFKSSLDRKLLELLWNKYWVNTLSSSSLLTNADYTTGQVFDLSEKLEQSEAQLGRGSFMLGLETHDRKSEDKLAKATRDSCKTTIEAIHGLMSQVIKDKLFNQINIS
#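 Material: human Csn5 produced in HEK293T cells; Input: enzyme 0.24 nM; Reagent: SCFSkp2-Nedd8OG substrate at 10 nM final; Dosing: 12.5 µM compound; Incubation: 90 min reaction at room temperature; Detection: fluorescence polarization of the substrate; Evaluation: % inhibition of substrate cleavage by Csn5; Control set: substrate-only high control, full reaction low control.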
# SKN-1 inh: blocks SKN-1 activity in C. elegans; C. elegans VP596 Pgst-4::GFP/RFP ratio, acrylamide-induced, 24 h; inhibition, % at 21.8 µM; actives 0.49% (n = 360,000); AID 624304;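 active = interference check ratio from 0.5 to 1.5 plus GFP to RFP signal ratio inhibition reaching or exceeding a fixed threshold, cut at about 30% in these data, passing the limit was not always enough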; also: some compounds called inactive have numbers as strong as hits
# NadD block: inhibitors of Staphylococcus aureus NadD; purified NadD enzyme, colorimetric absorbance read-out; AID 602399; actives 0.78% (n = 360,000); inhibition, % at 20 µM; in the data active = inhibition above about 26%; also: some compounds past the cut are filed as inactive
# PABP1 MLLE inh: blocks PAM2 peptide binding to the PABP1 MLLE domain; P11940; GST-MLLE / FITC-PAM2 fluorescence polarization; inhibition, % at 20 µM; actives 0.36% (n = 360,000); AID 588489; in the data active = inhibition above about 35%, passing the limit was not always enough;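 also: plate controls were DMSO wells with GST-MLLE for no effect and wells lacking GST-MLLE protein for full effect; some results filed as inactive read as strong as hits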
# MT1-MMP act inh: MT1-MMP (human) activation inhibition; HT1080 RFP-PRO-GFP cells, GFP/RFP ratio fluorescence, overnight; percent of plate control window, DMSO zero; actives 0.061% (n = 360,000); GFP/RFP ratio change, % at 20 µM;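 active = GFP/RFP ratio change of at least 30% with cell ATP level not reduced by more than half and red fluorescence within 50% of control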; also: strong numbers were not always called active
#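 Assay system – RFP-PRO-GFP reporter HT1080 cells · Compound dosing – single dose of 20 µM compound, 1% DMSO final · Incubation – overnight compound exposure at 37 °C · Measure – GFP/RFP fluorescence ratio · Benchmarks – DMSO wells and RFP-L50D-GFP cells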
# * = called active by the depositor; i = inactive; nt = not tested or not shown; + = active, no number.
Compound,Neddyl block,FAS TE block,Rpn11 block,Rin1 Abl inh,CSN inh,SKN-1 inh,NadD block,PABP1 MLLE inh,MT1-MMP act inh
Cc1ccc(S(=O)(=O)N(CC(=O)NCCSc2ccccn2)c2cc(C)cc(C)c2)cc1,i,14,i,0,5,4,-9,6,-4
CCOc1[nH]n(-c2ccc(Cl)cc2)c(=O)c1C=NCc1cccnc1,i,4,i,-6,-1,0,3,-18,2
Cc1nn(CCC(=O)N2CCN(S(=O)(=O)c3ccc(Cl)cc3)CC2)c(C)c1C,i,-5,i,3,-2,9,-2,-13,-4
CC(C)OP(=O)(OC(C)C)C(NC(=O)c1ccccc1)C(N)=O (configuration not stated),i,-9,i,0,1,-12,-10,-4,0
Cc1ccc(NC(=O)Nc2ccon2)cc1,i,-2,i,1,8,18,-5,-2,2
CC(=O)c1cn(C)c(=O)n(C)c1=O,i,-11,i,1,2,-2,5,12,2
Cc1ccc(NC(=O)Nc2cnccn2)cc1Cl,i,-4,i,-1,1,-2,0,-11,-1
O=[N+]([O-])c1cccnc1Sc1ccc(Cl)cc1,i,27,i,2,6,15,-11,-3,4
CN(C)C(=C(C#N)C#N)N1CCN(c2ccc(Cl)cc2)CC1,i,7,i,1,-3,4,-1,7,1
OCc1nc2ccc(Cl)cc2[nH]1,i,2,i,0,-3,14,1,4,0
OC1(c2cccc(C(F)(F)F)c2)CCN(CCN2CCCCC2)CC1,i,-13,i,0,4,-10,-3,-14,5
CCN(CC)/C(=N/S(=O)(=O)c1ccc(C)cc1)c1ccccc1,i,2,i,-2,3,-14,-3,9,-4
CC1=C(C(=O)Nc2ccccc2)C(c2ccccc2[N+](=O)[O-])NC(=O)N1 (configuration not stated),i,-12,i,1,12,4,0,3,-3
CCOC(=O)c1cc(CC)sc1NC(=O)COC,i,-3,i,-1,2,9,-4,2,14
CC1CCC(NC(=O)CN2C(=O)NC3(CCCCCC3)C2=O)CC1 (configuration not stated),i,-8,i,5,-15,14,0,-3,0
Cc1cc(C(=O)N/N=C/c2cc(Br)cc([N+](=O)[O-])c2O)c2ccccc2n1,i,37,i,1,-4,-2,9,-9,2
CCOC(=O)Cn1c(=O)oc2cc(S(=O)(=O)Nc3c(C)cc(C)cc3C)ccc21,i,1,i,-1,9,4,-5,-9,-4
COc1ccc(O)c(C(=O)CC(=O)c2ccncc2)c1,nt,-5,i,-3,-5,23,2,9,-2
Cc1nc(NC(=O)COC(=O)C(C)NC(=O)c2ccccc2)c(Cl)cc1Cl (configuration not stated),i,-3,i,4,-8,11,0,-8,0
COC(=O)c1cnn(-c2ccccc2)c1/C=N/NC(=S)Nc1ccccc1,i,10,i,1,2,-21,-3,16,4
Cc1[nH]c2ccc(C(=O)NCCCN3CCOCC3)cc2c1C,i,-2,i,-4,-1,13,4,-8,4
CCS(=O)(=O)Nc1cccc(-c2cc(-c3ccccc3)c3cc(C)ccc3n2)c1,i,34,i,-2,-2,5,6,-4,-2
Cc1cc(NC(=O)COC(=O)c2ccc(OC(F)(F)F)cc2)no1,i,-6,i,2,-3,3,-7,7,1
COc1cccc(CNc2ccc3[nH]c(=O)[nH]c3c2)c1OCc1ccc(F)cc1,+,6,i,-2,2,16,1,21,-3
Cc1ccc(CC(CC(=O)O)C(=O)NCc2ccccc2)cc1 (configuration not stated),i,-12,i,0,3,-1,-1,0,-2
Cc1ccc(-c2ccc(=O)n(CC(=O)NCCC(C)C)n2)cc1,i,-4,i,3,-4,-10,-1,-11,-7
CC(C)N(Cc1nnc(-c2ccc(Cl)cc2)o1)C(=O)c1cc2ccccc2o1,i,23,i,2,-1,8,3,-11,0
COc1ccc(CNS(=O)(=O)c2ccc(-c3cnc(C4CC4)o3)cc2)cc1,i,4,i,0,-1,9,-5,3,-1
CCC(=O)c1cn(CCOc2ccccc2OC)c2ccccc12,i,15,i,-4,0,11,-14,3,8
CCOC(=O)c1c(NC(=O)CNC2CCCc3ccccc32)sc(C(N)=O)c1C (configuration not stated),i,17,i,1,6,6,2,-24,0

# Marked active in Neddyl block, among the entries above:
smiles | Neddyl block | Rpn11 block | Rin1 Abl inh | CSN inh | SKN-1 inh | NadD block | PABP1 MLLE inh | MT1-MMP act inh
COc1cccc(CNc2ccc3[nH]c(=O)[nH]c3c2)c1OCc1ccc(F)cc1 | + | i | -2 | 2 | 16 | 1 | 21 | -3

# (more compounds)
Compound,Neddyl block,FAS TE block,Rpn11 block,Rin1 Abl inh,CSN inh,SKN-1 inh,NadD block,PABP1 MLLE inh,MT1-MMP act inh
CCCc1nnc(SCc2ccc(C(=O)OC)o2)n1N,i,-2,i,5,1,6,-2,9,-1
CCOc1cc(S(=O)(=O)N2CCC(Cc3ccccc3)CC2)c(OCC)cc1-n1cnnn1,i,31,i,2,7,1,-1,-10,1
O=C(CCN1C(=O)c2ccccc2S1(=O)=O)NCc1ccco1,i,-7,i,2,-1,4,-5,0,-4
FC(F)(F)c1cnc(C(c2ccccn2)c2ncn[nH]2)c(Cl)c1 (configuration not stated),i,-1,i,2,-16,2,-7,22,4
Oc1cc(NCc2cccnc2)ccc1-c1nc2ccccc2o1,nt,-1,i,1,-3,18,1,-89,8
O=C(OCCc1cc2ccccc2c(=O)o1)c1ccco1,i,-10,i,4,-1,2,-5,1,-4
O=C(NCCCN1CCCC1=O)c1cccc(S(=O)(=O)N2CCN(c3ccc(F)cc3)CC2)c1,i,-1,i,-4,1,8,-3,-3,1
Cc1cc(Cl)c(S(=O)(=O)NC(C(=O)O)c2ccccc2)cc1OCC(N)=O (configuration not stated),i,-7,i,1,0,-1,-3,1,2
COc1ccccc1-c1cc(C(=O)Nc2cccnc2)no1,i,0,i,-4,-1,26,-4,0,7
COc1cccc(CC(NC(C)=O)C(=O)NC2CCN(C(=O)c3ccc(Cl)cc3)CC2)c1OC (configuration not stated),i,-5,i,4,-1,-3,0,-2,-1

# 5 compounds from above, showing only Rin1 Abl inh.
molecule | Rin1 Abl inh
FC(F)(F)c1cnc(C(c2ccccn2)c2ncn[nH]2)c(Cl)c1 (configuration not stated) | 2
Oc1cc(NCc2cccnc2)ccc1-c1nc2ccccc2o1 | 1
O=C(OCCc1cc2ccccc2c(=O)o1)c1ccco1 | 4
O=C(NCCCN1CCCC1=O)c1cccc(S(=O)(=O)N2CCN(c3ccc(F)cc3)CC2)c1 | -4
Cc1cc(Cl)c(S(=O)(=O)NC(C(=O)O)c2ccccc2)cc1OCC(N)=O (configuration not stated) | 1

# The results go on.
Compound,Neddyl block,FAS TE block,Rpn11 block,Rin1 Abl inh,CSN inh,SKN-1 inh,NadD block,PABP1 MLLE inh,MT1-MMP act inh
C/C(=N/NC(=O)CNC(=O)c1cccnc1)c1ccc(Cl)cc1,i,-6,i,2,0,19,-2,-2,-3
COc1ccc(C2C(C(=O)N3CCCC3)CC(=O)N2c2ccc(OC)cc2)cc1 (configuration not stated),i,-8,i,1,-1,-11,0,3,1
CCOC(=O)c1sc(Nc2ccc(OCC)cc2)nc1C,i,11,i,0,-8,15,-6,3,-1
c1ccc2c(c1)NC(c1ccncc1)n1c-2nc2ccccc21 (configuration not stated),nt,-14,i,-2,2,34*,-1,-8,-17
CC(=O)c1c(C)[nH]c(C(=O)COC(=O)c2nccnc2N)c1C,nt,-10,i,-1,-1,-6,3,-7,-5
CC(C)(C)S(=O)(=O)N1C[C@H]2CC/C=C\C/C(c3ccccc3)=C\2[C@@H]1CCO,i,0,i,-1,-8,-5,2,-15,-3
C[C@@H]1CN([C@@H](C)CO)S(=O)(=O)c2ccc(Br)cc2O[C@H]1CN(C)C(=O)C1CCOCC1,i,-8,i,0,-5,-2,-3,5,1
CC(NC(=O)COC(=O)COc1cccc2c1OC(C)(C)C2)c1ccccc1 (configuration not stated),i,-5,i,1,-3,2,-11,-11,-2
CN(Cc1cnn(C)c1)Cc1nc(-c2ccc(Cl)cc2)no1,i,-2,i,-3,11,-10,0,8,3
CCC(C(=O)NC1CCCCC1)N(Cc1cccs1)C(=O)CCC(=O)Nc1cc(C)on1 (configuration not stated),i,-2,i,-3,-7,10,-1,-7,-1
O=C(CCN1C(=O)c2ccccc2C1=O)Nc1cccc(S(=O)(=O)NC2=NCCC2)c1,i,-4,i,2,-7,-10,-5,4,1
COc1ccccc1C(=O)c1c(C)c(CCC#N)n2ccccc12,i,-4,i,-3,5,3,-10,13,-2
N#Cc1nc(-c2ccco2)oc1N1CCC(C(N)=O)CC1,nt,-3,i,0,-3,0,1,-19,1
Cn1c(=NC(=O)CSCC(=O)N2CCCC2)sc2ccccc21,i,-9,i,0,-3,-4,0,10,1
O=C(CSC1=Nc2ccccc2C2=NC(c3ccccc3)C(=O)N12)NCC1CCCO1 (configuration not stated),i,-10,i,-1,-3,12,-5,13,0
COC(=O)CN1C(=O)N/C(=C/c2ccc(OC)c(C)c2OC)C1=O,i,-2,i,2,-2,4,0,-6,0
Cc1ccc(C(=O)OCC(=O)NC2CCCC(C)C2C)s1 (configuration not stated),i,3,i,5,-5,-8,-5,-3,7
CN(C(=O)c1ccc(S(=O)(=O)N2CCCC2)cc1)C1CCCCC1,i,-5,i,0,5,-7,4,-19,1
CS(=O)(=O)c1cnc2c(S(=O)(=O)c3ccccc3)cnn2c1N,i,-2,i,-3,-7,7,3,7,1
COc1ccccc1NC(=O)CNC(=O)c1ccc([N+](=O)[O-])cc1,i,-1,i,0,7,-11,-4,-6,-3
CCc1nc2ccc(C(=O)N3CCN(S(=O)(=O)CC)CC3)cn2c1N(CC)Cc1cccc(Br)c1,i,0,i,-2,-3,1,9,-12,-4
COc1ccc(C(=O)NCC2CCCO2)cc1S(=O)(=O)N1CCCc2ccccc21 (configuration not stated),i,-1,i,-4,2,6,-4,1,-1
CC(=O)NC(CC(=O)OCC(=O)N1CCc2ccccc21)c1ccccc1 (configuration not stated),i,-3,i,3,-1,-5,-5,4,1
CC(=O)c1ccc(S(=O)(=O)Nc2ccc(C(=O)N3CCC3)cc2)cc1,i,-7,i,5,-2,6,5,-3,3
Cc1occc1C(=O)NNC(=O)c1cccc(F)c1,i,-3,i,3,-9,11,-4,0,-2
Cc1cccc(NC(=O)CCN2CC(C)OC(C)C2)c1 (configuration not stated),i,-6,i,1,3,13,3,7,6
COc1ccc(/C=N/N=C2/NC(=O)C(CC(=O)O)S2)cc1OCc1ccc(Cl)cc1 (configuration not stated),i,-8,i,1,-10,-5,21,-120,1
COc1ccc(C)cc1NC(=O)CC(NC(C)=O)c1ccccc1 (configuration not stated),i,-4,i,-1,1,5,-3,-32,-3
CSc1nc(S(=O)(=O)c2ccccc2)c(Cl)s1,i,0,i,-2,3,2,-3,3,-4
COc1ccc(NC(=O)C2CCCN2S(=O)(=O)c2ccc3c(c2)CCC(=O)N3)c(OC)c1 (configuration not stated),i,-6,i,2,3,6,-1,-6,0
Cc1cccc(C(C)C)c1NC(=O)c1c(-c2ccccc2)noc1C,i,-3,i,-1,4,17,-4,-2,-3
